BRCA1 expr act: qHTS Assay to Identify Small Molecule Activators of BRCA1 Expression; MCF7-BRCA1-FFLuc reporter, luminescence, 48 h; response scale: scaled: vehicle 0%, 10 µM genistein 100%; Potency, µM (doses to about 46.1 µM), for inactives: at the top dose activation, actives largely listed as activators; actives 1.1% (n = 380,000); AID 624202, 2012; also: potency is read from the fitted curve at half-maximal effect; nearly all actives have a fitted effect of over 80% in size; some results filed as inactive show a strong effect at the top dose
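MCF7-BRCA1-FFLuc, 2000 cells/well; 2 h attach, 37 °C/5% CO2; compound 48 h; luciferase substrate 15 min; luminescence end-point. Norm. to genistein 10 microM max activation and DMSO; concentration-response curves fitted.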
Rab9 promoter act: qHTS Assay for Rab9 Promoter Activators. actives 2.8% (n = 320,000). AID 485297, 2010. Potency, µM (doses to about 9.22 µM), inactives show at the highest dose activation, negative = inhibition, usual class: activators. Huh7 Rab9 promoter-luciferase reporter, luminescence, 24 h; also: potency is read from the fitted curve at half-maximal effect; % of control where 0% means no effect; nearly all actives have a fitted effect of over 60% in size
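Steps: seed 1500 Huh7 Rab9-luc cells per well, rest 2 h at 37 °C; add compound in DMSO; incubate 24 h; add luciferase reagent, 10 min ambient; read luminescence.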
VP16 counter: VP16 counterscreen qHTS for inhibitors of ROR gamma transcriptional activity; Drosophila S2 Gal4-VP16 UAS-luciferase, luminescence, 20 h; Potency, µM (doses to about 53.6 µM), inactives show top-dose activity, negative = inhibition, actives largely listed as inhibitors; actives 3.5% (n = 310,000);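 also: Gal4-VP16 expression switched on by copper sulfate through the metallothionein promoter; potency is read from the fitted curve at half-maximal effect; % is scaled to controls: 0 for no effect and ±100 for the full control effect; nearly all actives have a fitted effect of over 50% in size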
ELG1 genotoxic: qHTS screen for small molecules that induce genotoxicity in human embryonic kidney (HEK293T) cells expressing luciferase-tagged ELG1. HEK293T ELG1-luciferase reporter, luminescence, 16 h. Potency, µM (highest dose often 46 µM), inactives show top-dose activity change, positive = activation, usual class: activators. actives 1.3% (n = 330,000). AID 504466, 2011; also: potency is read from the fitted curve at half-maximal effect; % of control where 0% means no effect; nearly all actives have a fitted effect of over 60% in size
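HEK293T cells expressing luciferase-tagged ELG1 were treated with compound or DMSO for 16 hr at 37°C. Luciferase activity was then read after 30 min with ONE-Glo at room temperature; rising signal flags genetic stress.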
p53 reactivator: qHTS assay for re-activators of p53 using a Luc reporter | H1299 p53-A138V BP100-luciferase reporter, luminescence, 24 h | Potency, µM (highest dose often 92.2 µM), for the others: at the top dose activity change, positive = activation, actives largely listed as activators | actives 0.063% (n = 320,000); also: potency is read from the fitted curve at half-maximal effect; % of control where 0% means no effect; nearly all actives have a fitted effect of over 45% in size
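p53-null H1299 cells stably carrying temperature-sensitive p53-A138V and a BP100-luciferase reporter were pinned with compounds (4-point, 1:5 series) and held 24 hrs at 37 deg C. Luminescence was read 10 min after detection reagent.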
Tb PFK inh: qHTS Assay to Find Inhibitors of T. brucei phosphofructokinase. ATP-dependent 6-phosphofructokinase (Trypanosoma brucei brucei), O15648. Potency, µM (doses to about 57.5 µM), for inactives: at the top dose activity, negative = inhibition, actives largely listed as inhibitors. actives 0.17% (n = 330,000). AID 485367, 2010. T. brucei PFK, ADP-Glo luminescence;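 also: potency is read from the fitted curve at half-maximal effect; 0% = uninhibited 1x PFK enzyme wells and -100% = no-enzyme wells; nearly all actives have a fitted effect of over 60% in size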
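1.25 nM PFK with 0.5 mM F6P and 0.1 mM ATP in 0.1 M TEA pH 8.0, 5 mM MgCl2, incubated 45 min at room temperature; ADP measured by ADP-Glo luminescence; compounds titrated up to 57 uM.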
FLuc counter: qHTS profiling assay for firefly luciferase inhibitor/activator using purifed enzyme and Km concentrations of substrates (counterscreen for miR-21 project); purified FLuc, Km substrates, luminescence inhibition; actives 6.9% (n = 360,000); AID 588342, 2011; Potency, µM (titrated, usually from 57.5 µM), for the others: at the highest dose activity change, negative = inhibition, actives largely listed as inhibitors; Luciferin 4-monooxygenase (Photinus pyralis), P08659;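 also: potency is read from the fitted curve at half-maximal effect; plate controls were vehicle for no effect and reference inhibitor for full effect; nearly all actives have a fitted effect of over 55% in size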
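Purified P. pyralis luciferase, 10 nM final, with Km-level 10 uM D-luciferin and 10 uM ATP in 50 mM Tris acetate pH 7.5, 10 mM Mg acetate, 0.01% Tween-20, 0.05% BSA; 6-point qHTS titration about 60 µM downward; luminescence read.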
RORg inh: qHTS for inhibitors of ROR gamma transcriptional activity; Drosophila S2 Gal4-RORgamma UAS-luciferase reporter, 20 h; actives 5.4% (n = 310,000); Potency, µM (highest dose often 53.6 µM), for the others: top-dose activity change, negative = inhibition, actives largely listed as inhibitors; Nuclear receptor ROR-gamma (Mus musculus), P51450; AID 2551, 2010; also: potency is read from the fitted curve at half-maximal effect; % is scaled to controls: 0 for no effect and ±100 for the full control effect; nearly all actives have a fitted effect of over 60% in size
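Drosophila S2 cells stably expressing Gal4-DBD/mouse RORγ fusion under metallothionein promoter plus UAS-luciferase; compound 1 h, then 700 uM CuSO4 induction for 20 h at ambient temperature; inhibition read as reduced luminescence.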
NPC1 prom act: qHTS Assay for NPC1 Promoter Activators. Huh7 NPC1 promoter luciferase reporter, 24 h. Potency, µM (titrated, usually from 9.22 µM), for inactives: at the highest dose activation, usual class: activators. actives 2.4% (n = 320,000);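 also: potency is read from the fitted curve at half-maximal effect; % of control where 0% means no effect; nearly all actives have a fitted effect of over 60% in size; reporter is driven by a mutant NPC1 promoter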
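Luciferase expression driven by the NPC1 promoter was measured in stably transfected Huh7 cells after a 24 h compound incubation, using a luciferase reagent and a luminescence read.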
TRPV1 ag: HTS Assay for Compounds that Act as Agonists of the Vanilloid Receptor 1. Transient receptor potential cation channel subfamily V member 1 (Homo sapiens), Q8NER1. TRPV1-expressing cells, Fluo-8 calcium influx, agonist mode. activation, % at 8.33 µM. actives 0.19% (n = 320,000). AID 540275, 2011; in the data active = activation above about 80%; inconclusive = between about 30% and that limit; also: 0% is about no effect
Target sequence (Q8NER1 whole entry, looked up): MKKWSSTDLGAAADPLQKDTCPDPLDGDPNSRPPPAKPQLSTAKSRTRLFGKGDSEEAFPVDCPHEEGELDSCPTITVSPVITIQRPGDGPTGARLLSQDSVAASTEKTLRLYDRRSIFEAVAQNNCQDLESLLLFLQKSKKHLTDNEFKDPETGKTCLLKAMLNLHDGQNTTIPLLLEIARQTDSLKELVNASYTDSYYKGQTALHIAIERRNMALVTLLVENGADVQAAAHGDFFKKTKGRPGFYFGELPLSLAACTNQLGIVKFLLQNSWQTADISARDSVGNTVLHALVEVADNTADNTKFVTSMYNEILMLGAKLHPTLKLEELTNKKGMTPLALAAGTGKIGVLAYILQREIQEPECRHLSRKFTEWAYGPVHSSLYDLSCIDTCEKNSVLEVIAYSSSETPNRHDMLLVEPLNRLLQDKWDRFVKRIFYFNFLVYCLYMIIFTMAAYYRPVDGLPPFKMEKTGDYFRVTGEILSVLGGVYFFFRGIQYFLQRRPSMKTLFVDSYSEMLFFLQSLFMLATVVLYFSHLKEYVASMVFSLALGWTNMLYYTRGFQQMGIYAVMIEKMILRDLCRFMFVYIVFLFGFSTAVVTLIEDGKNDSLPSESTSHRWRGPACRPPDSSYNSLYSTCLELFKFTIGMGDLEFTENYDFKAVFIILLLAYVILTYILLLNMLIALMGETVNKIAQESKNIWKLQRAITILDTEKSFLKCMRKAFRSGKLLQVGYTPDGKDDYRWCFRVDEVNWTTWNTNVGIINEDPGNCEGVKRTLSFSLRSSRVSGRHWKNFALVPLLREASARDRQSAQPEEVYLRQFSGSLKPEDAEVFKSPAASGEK
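Cells expressing TRPV1 were dye-loaded with Fluo-8 and read kinetically: 10 s baseline, 3 min after compound (agonist portion), then 2 min after EC20 capsaicin (allosteric enhancer portion). Calcium-bound dye fluorescence at 480/520 nm.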
ELG1 repair inh: qHTS screen for small molecules that inhibit ELG1-dependent DNA repair in human embryonic kidney (HEK293T) cells expressing luciferase-tagged ELG1; Potency, µM (doses to about 46.1 µM), inactives show at the highest dose activity change, negative = inhibition, actives largely listed as inhibitors; HEK293T ELG1-luciferase reporter, luminescence, 16 h; DNA damage induced by 5-fluorouridine; actives 2.3% (n = 330,000); also: potency is read from the fitted curve at half-maximal effect; % is scaled to controls: 0 for no effect and ±100 for the full control effect; nearly all actives have a fitted effect of over 55% in size
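HEK293T cells expressing luciferase-tagged ELG1 (2,000/well) received 5-Fluorouridine plus compound or DMSO for 16 hr at 37 °C. Luciferase was read by ONE-Glo luminescence after 30 min at room temperature.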
* marks the source's active call; other numbers are inactive results; ? = inconclusive; / = no result given; & = joins results of further samples; [ ] = dose if it differs, or a comment. Unless noted, calls follow the shape of the dose curve; as a rule, active = well fitted curve in the direction sought with a large enough effect; inconclusive = small, poorly fitted or top-dose-only effect, or another doubt; inactive = no such curve, though single readings can be large; an effect the other way counts as inactive or inconclusive.

SMILES	BRCA1 expr act	Rab9 promoter act	VP16 counter	ELG1 genotoxic	p53 reactivator	Tb PFK inh	FLuc counter	RORg inh	NPC1 prom act	TRPV1 ag	ELG1 repair inh
CCC(=O)Nc1ccccc1-c1nc2ccccc2[nH]c1=O	-9%	0%	2%	1%	18%	-8%	0%	-3%	1%	0	10%
COc1ccc(C2=NN(C(=O)c3ccccc3)C(c3ccc(OC)c(OC)c3)C2)c(O)c1 (stereo not given)	-11%	-5%	-4%	-5%	-2%	1%	1%	-1%	0%	-2	?
CC(C(=O)N1c2ccccc2Sc2ccccc21)n1nnc(-c2cccs2)n1 (stereo not given)	-51%	-5%	?	-3%	-3%	?	7%[2.3 µM]	?	28%	5	-15%
O=C(N/C(=C/c1ccco1)C(=O)N1CCOCC1)c1cccs1	4%	-7%	-1%	0%	12%	1%	-15%	3%	0%	-4	-4%
CC(C)C(OC(=O)c1cc2sccc2n1C)C(=O)NCC1CCCO1 (stereo not given)	-4%	-1%	-2%	-7%	-3%	-4%	-1%	2%	0%	11	?
CC1(C)CC(=O)C=C(NNC(=O)OC(C)(C)C)C1	13%	0%	4%	4%	4%	1%	-1%	-12%	3%	2	0%
Cc1ccc(Cl)cc1N1CCN(S(=O)(=O)c2cc3c(cc2C)NC(=O)CO3)CC1	-18%	4%	-5%	0%	0%	2%	2%	43%	-2%	-2	-27%
CSc1cccc(NC(=O)C2C3C=CC4(O3)C2C(=O)N(CCCN2CCOCC2)C4C(=O)NC2CCCCC2)c1 (stereo not given)	-20%	-3%	-6%	0%	8%	0%	-1%	0%	-1%	-1	0%
COc1ccc(-n2c(=O)cc(N3CC(C)OC(C)C3)[nH]c2=O)cc1 (stereo not given)	24%	-4%	-9%	3%	-11%	-4%	8%	-17%	-7%	-2	0%
O=C(NC1CCCCCC1)c1c(O)nc2sccn2c1=O	-52%	0%	/	1%	4%	4%	-1%	/	15%	-1	23%
CCC1CCCCN1C(=S)Nc1cccc(S(=O)(=O)N(C)C)c1 (stereo not given)	-14%	-4%	-7%	-3%	0%	2%	-3%	7%	-4%	0	-2%
COc1ccccc1NC(=O)NNC(=O)CN1C(=O)COc2ccccc21	11%	0%	7%	4%	-7%	-1%	0%	-1%	-4%	0	-3%
Nc1cc(C(=O)O)ccc1Sc1ccccc1C(=O)O	21%	7%	-1%	0%	15%	19%	?	18%	0%	-1	11%
OCCCNc1ncnc2sc3c(c12)CCN(Cc1ccccc1)C3	-11%	-2%	3%	-13%	-5%	-4%	-1%	9%	-2%	-2	?
O=C(C1CCC(=O)N(C2CCCC2)C1)N1CCN(c2ccccc2Cl)CC1 (stereo not given)	0%	11%	-3%	1%	27%	-3%	-5%	11%	5%	18	4%
CCc1nnc(NC(=O)CSc2nccn2-c2cccc(C)c2)s1	-3%	0%	-19%	-3%	-4%	3%	0%	?	-4%	0	-12%
CCc1nnc(NC(=O)CSc2nnnn2C)s1	16%	2%	?	-3%	2%	2%	0%	-29%	-2%	-2	?
CCCN(C(=O)Cn1nc(C)c([N+](=O)[O-])c1C)c1c(N)n(Cc2ccccc2)c(=O)[nH]c1=O	-9%	-6%	/	-9%	3%	-5%	0%	/	0%	-3	9%
CCSc1nnc(NC(=O)C(CC)Oc2ccccc2)s1 (stereo not given)	1%	7%	-22%	-8%	0%	1%	-1%	?	1%	1	?
Cc1cccc(N2C(=NC(=O)c3ccccc3)SC3CS(=O)(=O)CC32)c1 (stereo not given)	0%	-2%	-5%	-4%	-5%	0%	-3%	19%	-1%	2	-24%
Clc1ccc(OCCCc2nc(-c3cccnc3)no2)c(Cl)c1	2%	4%	-21%	-4%	-3%	-10%	-20%	40%	7%	12	-3%
CCCC(=O)C1=C(O)C(C(=O)OC)C(C)(C)CC1=Nc1ccc(Br)cc1 (stereo not given)	-38%	0%	-19%	-11%	0%	1%	-1%	-3%	3%	/	?
C=CCN1C(=O)/C(=C2/Sc3ccccc3N2C)SC1=Nc1ccccc1C	11%	-2%	-16%	-2%	-9%	17%	0%[2.3 µM]	-8%	-3%	0	-14%
Cc1ccc(CCNC(=O)c2ccc3nc4ccc(Cl)cc4c(=O)n3c2)cc1	2%	-4%	7%	1%	-2%	-2%	1%	4%	2%	-2	0%
CCOC(=O)CSc1nsc(SCC(=O)OCC)c1C#N	-3%	2%	0%	2%	-4%	-1%	-2%	28%	1%	12	3%

Carrying on:
SMILES	BRCA1 expr act	Rab9 promoter act	VP16 counter	ELG1 genotoxic	p53 reactivator	Tb PFK inh	FLuc counter	RORg inh	NPC1 prom act	TRPV1 ag	ELG1 repair inh
COC(=O)c1ccccc1NC(=O)c1onc(C)c1Cl	-12%	7%	-3%	-1%	-4%	-14%	-1%	-4%	8%	7	18%
CCCNC(=O)c1onc(CSc2ccc(Cl)cc2)c1C(=O)NC(C)C	-5%	2%	/	-2%	-6%	-8%	-1%	/	0%	21	-12%
C/C(=N\N1CCN(c2ccccc2)CC1)c1ccco1	28%	-4%	5%	5%	?	-4%	-17%	-6%	6%	2	?
CCOC(=O)c1csc(COc2ccc(OC)cc2)n1	?	0.45µM*	-5%	9%	-7%	-2%	?	4%	0.45µM*	1	?
CN(C)CCNC(=O)C1CC(=O)N(c2ccc(F)c(Cl)c2)C1 (stereo not given)	-3%	1%	0%	1%	1%	3%	-1%	18%	14%	10	0%
CCOC(=O)c1c(NC(=O)C(C)N2CCN(S(=O)(=O)c3cccs3)CC2)sc2c1CCC(C)C2 (stereo not given)	-12%	-5%	-1%	-6%	11%	-1%	-1%	-4%	-7%	-1	?
Cc1cc(C)cc(NC(N)=S)c1	6%	-5%	?	1%	-3%	1%	0%	?	0%	-1	17%
O=C1C(C=Nc2ccccc2O)=C(O)c2ccccc21	4%	?	7.1µM*	17%	?	1%	?	4µM*	?	-4	?
C[C@H](NC(=O)N1CCn2c1nc1ccccc12)C(=O)NC1CCCCC1	2%	-1%	-2%	0%	2%	-6%	2%	-22%	-1%	2	-3%
O=C(COc1ccccc1Cl)Nc1ccc(N2CCCC2)cc1	11%	?	1%	12%	-2%	1%	?	0%	8%	15	?
COc1cccc(-c2nn(-c3ccccc3)cc2CN(C)C(C)c2ccon2)c1 (stereo not given)	-46%	3%	-14%	-6%	-3%	4%	0%	?	1%	?	?
Cc1ccc(S(=O)(=O)N2CCN(C(=O)CN3C(=O)NC(C)(c4ccc(Cl)cc4)C3=O)CC2)c(C)c1 (stereo not given)	-15%	/	/	-4%	12%	10%	/	/	/	/	?
Cc1ccnc(NC(=O)CN2C(=O)c3ccccc3S2(=O)=O)c1	12%	2%	/	-1%	1%	9%	-12%	/	1%	1	-11%
O=C(CCSc1ccccc1)N1CCN(C(=O)c2ccco2)CC1	106%	25%	-14%	?	17%	-1%	-11%	10%	16%	-5	?
CC1CCC(NC(=O)c2cccc(S(=O)(=O)N3CCN(C)CC3)c2)CC1 (stereo not given)	69%	15%	/	2%	19%	-5%	10%	/	14%	2	?
Cc1c(CCOC(=O)CC23CC4CC(CC(C)(C4)C2)C3)sc[n+]1Cc1ccc([N+](=O)[O-])cc1	-13%&-14%	8%	-1%	-3%	-7%	-3%	6%	-19%	-7%	-4	26%

Complete entries, quoted from the list. Screens in order: BRCA1 expr act	Rab9 promoter act	VP16 counter	ELG1 genotoxic	p53 reactivator	Tb PFK inh	FLuc counter	RORg inh	NPC1 prom act	TRPV1 ag	ELG1 repair inh
Cc1ccnc(NC(=O)CN2C(=O)c3ccccc3S2(=O)=O)c1 is entered as 12%	2%	/	-1%	1%	9%	-12%	/	1%	1	-11%
C[C@H](NC(=O)N1CCn2c1nc1ccccc12)C(=O)NC1CCCCC1 is entered as 2%	-1%	-2%	0%	2%	-6%	2%	-22%	-1%	2	-3%

Screening results as filed in PubChem BioAssay.
